High-throughput results from PubChem.
ROC1-CUL1 inh: inhibitors of human ROC1-CUL1 ubiquitin ligase activity. in vitro K48 di-Ub FRET, acceptor:donor ratio, 45 min. inhibition, % at 10 µM. 140,000 compounds, 0.6% hits; in the data active = inhibition above about 25%
Target sequence (P62877 whole entry, looked up): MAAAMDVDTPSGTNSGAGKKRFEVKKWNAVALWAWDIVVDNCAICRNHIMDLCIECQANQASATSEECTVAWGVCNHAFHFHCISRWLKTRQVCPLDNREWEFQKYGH
Target sequence (Q13616 whole entry, looked up): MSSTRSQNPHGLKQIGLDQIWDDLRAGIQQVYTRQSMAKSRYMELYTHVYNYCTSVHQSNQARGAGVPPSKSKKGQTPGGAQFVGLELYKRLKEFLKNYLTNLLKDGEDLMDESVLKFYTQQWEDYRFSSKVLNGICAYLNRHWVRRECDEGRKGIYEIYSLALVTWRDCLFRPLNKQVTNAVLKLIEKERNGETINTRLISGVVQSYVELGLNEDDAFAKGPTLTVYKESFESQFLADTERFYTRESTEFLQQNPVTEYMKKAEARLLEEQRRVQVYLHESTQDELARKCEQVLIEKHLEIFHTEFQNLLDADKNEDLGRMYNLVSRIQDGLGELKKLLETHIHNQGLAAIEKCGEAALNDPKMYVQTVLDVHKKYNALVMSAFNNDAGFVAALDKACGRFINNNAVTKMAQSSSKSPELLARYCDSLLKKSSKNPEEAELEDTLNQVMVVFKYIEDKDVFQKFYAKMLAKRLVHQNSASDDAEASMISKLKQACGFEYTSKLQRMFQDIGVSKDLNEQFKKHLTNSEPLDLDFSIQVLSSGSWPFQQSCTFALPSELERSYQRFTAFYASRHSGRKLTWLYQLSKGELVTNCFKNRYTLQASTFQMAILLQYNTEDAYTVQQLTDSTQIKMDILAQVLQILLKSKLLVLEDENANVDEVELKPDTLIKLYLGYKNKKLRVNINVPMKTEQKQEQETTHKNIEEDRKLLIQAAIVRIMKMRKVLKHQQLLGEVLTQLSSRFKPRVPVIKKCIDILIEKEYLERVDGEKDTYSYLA
Numbers without * were called inactive. Not all compounds are listed, so the mix of outcomes need not match the whole.

| SMILES | ROC1-CUL1 inh |
| --- | --- |
| CCOc1ccc(-n2nc(CO)c(C(=O)NCc3cccnc3)n2)cc1 | -7 |
| Cc1c(NC(=O)Nc2ccc(Cl)c(Cl)c2)sc2nc3n(c(=O)c12)CCC(C)CC3 (stereo not drawn) | -3 |
| Cc1cccc(Nc2c(-c3cccs3)nc3nc(C)cc(C)n23)c1 | -1 |
| O=C(CN1CCOC1=O)NCc1nc(NCCCc2ccccc2)c2ccccc2n1 | -5 |
| O=C(CSc1nc2cc(Cl)ccc2s1)Nc1c(-c2ccccc2)nc2ccccn12 | -5 |
| O=C(NNc1ccc([N+](=O)[O-])cc1[N+](=O)[O-])c1cccc2ccccc12 | -9 |
| O=C(Cc1ccccc1)Nc1cc(-c2nc3cc(Cl)ccc3o2)ccc1Cl | -5 |
| CC(C)NCC1(O)CCCN(Cc2ccc(F)cc2)C1=O (stereo not drawn) | -3 |
| CCSc1cc(N2CCCC2)nc(-c2ccccc2Cl)n1 | -3 |
| CC1=NN(S(=O)(=O)c2ccc(C)cc2)CC1 | 10 |
| COc1ccc(Cc2nnc(Nc3ccccc3)s2)cc1Br | 3 |
| CC(C)NC(=O)NC1CC(=O)N(Cc2cccc(F)c2)C1 (stereo not drawn) | -5 |
| Cc1ccccc1C(=O)Nc1ccc(OCc2cc(=O)n3cccc(C)c3n2)cc1 | -3 |
| Cc1cccc(C(=O)Nc2cccc(OCc3cc(=O)n4ccccc4n3)c2)c1 | 11 |
| NNC(=O)c1ccc(COc2ccc3ccccc3c2)cc1 | -4 |
| O=C(Nc1cc2c(cc1Br)OCCO2)c1ccccc1F | -3 |
| COc1ccc(CC(C)(NC(C)=O)C(=O)O)cc1OC (stereo not drawn) | -4 |
| CCC(c1ccccc1)c1n[nH]c2c1CN(C(=O)COc1cccnc1)CC2 (stereo not drawn) | -2 |
| Oc1ccc(Nc2nc(-c3ccc(Cl)cc3)nc3ccccc23)cc1 | 5 |
| CC(C)Cn1c(/C=C/c2ccc(F)cc2)nc2ccccc21 | -11 |
| CN(CC1COc2ccccc2O1)C(=O)c1coc(Cn2cnc3ccccc32)n1 (stereo not drawn) | 6 |
| COC(=O)c1ccc(Cn2nnc3c(=O)[nH]c(C4CCCN(S(=O)(=O)c5cccc(Cl)c5)C4)nc32)cc1 (stereo not drawn) | 1 |
| CN(C)C(CNC1CCN(c2cccc(-c3ccco3)c2)CC1)c1ccccn1 (stereo not drawn) | 10 |
| CCOC(=O)c1cc2cc3c(cc2nc1CSc1ccc(C)cc1)OCO3 | -3 |
| CN(C)C(=O)CSc1nc2ccccc2n1Cc1ccccc1 | -4 |
| Cc1ccc(CNC(=O)c2cc(NS(=O)(=O)c3ccc(C)cc3)ccn2)cc1 | 4 |
| CCOc1ccc(NC2SC(=O)N(Cc3cccc(C(=O)O)c3)C2=O)cc1 (stereo not drawn) | 5 |
| Cc1ccc2oc(C(=O)NCC(c3ccc(Cl)cc3)N3CCOCC3)c(C)c2c1 (stereo not drawn) | 2 |
| O=C(Cc1cccc2ccccc12)Nc1scc(-c2ccc(F)cc2)c1C(=O)O | 3 |
| COc1cccc(-c2nc(SCC(=O)NCC3CCCO3)c(-c3ccc(C)cc3)[nH]2)c1 (stereo not drawn) | -2 |
| Cc1ccc(C(=O)NC2(C(F)(F)F)N=C(c3ccccc3)N(C3CCCCC3)C2=O)cc1 (stereo not drawn) | 0 |
| O=C1CCCC2=C1C(c1ccc(Cl)cc1)C1C(=O)c3ccccc3C1=N2 (stereo not drawn) | -4 |
| Cc1cc(C)cc(NC(=O)Cn2nnc(-c3ccccc3F)n2)c1 | 2 |
| CC1(C)CC(=O)C2=C(C1)N(N1CCOCC1)C(=N)C(C#N)C2c1cccnc1 (stereo not drawn) | 10 |
| COc1cc2c(cc1NC(=O)c1ccccc1C)n(C)c(=O)n2C | 2 |
| CCOC(=O)C1(Cc2ccc(F)cc2)CCCN(C(=O)c2ccc(C(C)=O)cc2)C1 (stereo not drawn) | 3 |
| CCN(c1ccccc1)S(=O)(=O)c1nnc(NC(=O)COc2ccc(OC)cc2)s1 | 5 |
| CCCCC(=O)N1CCc2cc(OC)c(OC)cc2C1COc1ccc2c(C)cc(=O)oc2c1 (stereo not drawn) | 0 |
| O=C(Nc1ccccc1)c1ccc(NN=C2CCCCC2)c([N+](=O)[O-])c1 | -8 |
| O=C(NC1CCN(Cc2ccccc2)CC1)c1cccc(Cl)c1Cl | 2 |
| Nc1ccc(S(=O)(=O)N2CCCCC2)cc1 | -4 |
| COc1ccc(CCCC(=O)NCC(=O)N/N=C/c2c(F)cccc2Cl)cc1 | 2 |
| O=C(CSC1CC(=O)N(c2ccc(Cl)c(Cl)c2)C1=O)Nc1ccc(Cl)cc1 (stereo not drawn) | 3 |
| O=C1CCCC2=C1C(c1ccccc1)C=C(c1ccccc1)S2 (stereo not drawn) | -7 |
| CCOC(=O)C1CCCN(C(=O)c2ccc(-n3ccc4ccccc43)s2)C1 (stereo not drawn) | 14 |
| COc1ccc(CCN2C(=O)c3[nH]nc(-c4ccccc4O)c3C2c2ccccc2)cc1 (stereo not drawn) | -3 |
| CCCCn1cnc2cc(NCc3ccncc3)ccc21 | -5 |
| CCC(=O)Nc1ccc(C)cc1-c1cccc(-c2ccn[nH]2)c1 | 8 |
| Cc1cnc(NC(=O)CSc2n[nH]c(C(NC(=O)c3ccc(Cl)cc3Cl)C(C)C)n2)s1 (stereo not drawn) | 0 |
| O=C(N/N=C/c1ccc(N2CCOCC2)o1)c1cccc(C(F)(F)F)c1 | -6 |
| Cc1cc(S(=O)(=O)N2CCc3[nH]nc(C4CCC4)c3C2)c(C)s1 | 7 |
| CCc1ccc2c(c1)-c1ccccc1S(=O)(=O)N2CC(=O)N1CCC(C)CC1 | 1 |
| Cc1cc(C)n(C(=O)CC23CC4CC(CC(C4)C2)C3)n1 | 2 |
| Cc1oc2ncn(CC(C)C)c(=O)c2c1C(=O)Nc1ccc(Cl)cn1 | 2 |
| COc1ccccc1NC(=O)c1cnc(SCC(=O)N2CCOCC2)n(C)c1=O | 2 |
| Cc1cc(C(=O)Nc2cccc(F)c2)c(C)o1 | 15 |
| Cc1ccc(C)n1NC(=O)c1ccccc1O | -1 |
| O=C(CCc1nc2cccnc2n1Cc1cccs1)Nc1cccc(C(F)(F)F)c1 | -6 |
| COC(=O)c1c(N)sc(C)c1-c1ccc(F)cc1 | -2 |
| NC(=O)c1cccnc1Nc1ccc(Cl)c(C(F)(F)F)c1 | 0 |

(list continues)
| SMILES | ROC1-CUL1 inh |
| --- | --- |
| CCCCOC(=O)Nc1ccc(C(=O)OCCC(C)C)cc1 | -1 |
| CC(C(=O)N1CCN(C)CC1)N(c1ccc(Cl)cc1)S(C)(=O)=O (stereo not drawn) | -3 |
| Nn1c(COc2ccccc2)nnc1SCC(=O)Nc1ccccc1F | -3 |
| CCOc1cc(CNC(=O)c2ccc3c(c2)nc2n3CCCCC2)ccc1OC | -12 |
| CCCCC1C(=O)N=C2Sc3cc(OC)ccc3N2C1=O (stereo not drawn) | -3 |
| Cc1ccc(NC(=O)N2CC3CCCN3c3ccccc32)cc1C (stereo not drawn) | 6 |
| COc1ccc(OC)c2c1CCC(NC(C)=O)C2=O (stereo not drawn) | 2 |
| Cc1ccc(-c2cc(-c3ccccc3)c3c(N)c(C(=O)Nc4ccccc4C)sc3n2)cc1 | 2 |
| C=CCc1c(C)nc(N2CCN(c3cccc(Cl)c3)CC2)[nH]c1=O | 6 |
| Cn1ncc(CN2CCC(c3cc(=O)[nH]cn3)CC2)c1-c1ccccc1 | 3 |
| COc1ccc([N+](=O)[O-])cc1N=CC1N=C(c2ccc(Cl)cc2)OC1=O (stereo not drawn) | -10 |
| CCOc1ccc(/C=C2/SC(=Nc3cccc(C)c3)NC2=O)cc1 | 6 |
| Cc1nn(Cc2ccc(F)cc2)c(C)c1NC(=O)c1cc(CC(C)C)on1 | 5 |
| O=C1SC(SCc2ccccc2Cl)=N/C1=C\c1ccccc1F | 10 |
| CCNS(=O)(=O)c1ccc(OC)c(C(=O)NC2CCCC2)c1 | 1 |

Taken from above:
ROC1-CUL1 inh, Nn1c(COc2ccccc2)nnc1SCC(=O)Nc1ccccc1F stands at -3
ROC1-CUL1 inh, CCOc1ccc(/C=C2/SC(=Nc3cccc(C)c3)NC2=O)cc1 stands at 6
ROC1-CUL1 inh, COc1ccc(OC)c2c1CCC(NC(C)=O)C2=O (stereo not drawn) stands at 2
ROC1-CUL1 inh, CCOc1cc(CNC(=O)c2ccc3c(c2)nc2n3CCCCC2)ccc1OC stands at -12
ROC1-CUL1 inh, Cc1nn(Cc2ccc(F)cc2)c(C)c1NC(=O)c1cc(CC(C)C)on1 stands at 5

(continued)
| SMILES | ROC1-CUL1 inh |
| --- | --- |
| COC(=O)C1=C(C(=O)OC)C2Sc3ccccc3N2C(C(=O)OC)=C1C(=O)OC (stereo not drawn) | 1 |
| Cc1cc(N2C(=O)CCC2=O)ccc1Br | 4 |
| N#CC1C(=N)Oc2ccc3ccccc3c2C1c1ccccc1 (stereo not drawn) | -9 |
| CC1=Nc2ccccc2SC2c3ccccc3OC(=O)C12 (stereo not drawn) | 0 |
| O=C(NC(=S)Nc1ccc(Oc2ccccc2)cc1)c1ccc(Cl)cc1Cl | -3 |
| Cc1c(CC(C)C)c(=O)oc2cc(OCC(=O)c3ccccc3)ccc12 | 1 |
| Nc1ncc2c(n1)CC(c1ccccc1)CC2=O (stereo not drawn) | 1 |
| O=C(c1ccc2c(c1)N(Cc1ccc(Cl)cc1)C(=O)c1ccccc1S2=O)N1CCC(Cc2ccccc2)CC1 (stereo not drawn) | -11 |
| CCOC(=O)C1=C(C)N=c2s/c(=C/c3ccc(-c4ccc(C(=O)O)cc4)o3)c(=O)n2C1c1c(OC)ccc2ccccc12 (stereo not drawn) | -7 |
| CCc1cccc(C)c1Nc1c(-c2cccs2)nc2ncccn12 | 4 |
| COc1ccc(C(=O)Nc2nccc(C)n2)cc1 | 7 |
| COc1ccc(Cn2c(SCC(=O)Nc3ccc(OC)cc3)nc3ccccc32)cc1 | 2 |
| O=C(CCc1ccccc1)Nc1ccc(N2CCC(NCCc3cccnc3)CC2)cc1 | -4 |
| CCN(CC)c1ccc(C=Nc2ccc(Nc3ccccc3)cc2)c(O)c1 | 1 |
| Cc1cccc(C(=O)Nc2ccc(S(=O)(=O)Nc3nc(C)cc(C)n3)cc2)c1 | 4 |

Next section (5 carried over from the part before).
| SMILES | ROC1-CUL1 inh |
| --- | --- |
| COc1ccc(C(=O)Nc2nccc(C)n2)cc1 | 7 |
| COc1ccc(Cn2c(SCC(=O)Nc3ccc(OC)cc3)nc3ccccc32)cc1 | 2 |
| O=C(CCc1ccccc1)Nc1ccc(N2CCC(NCCc3cccnc3)CC2)cc1 | -4 |
| CCN(CC)c1ccc(C=Nc2ccc(Nc3ccccc3)cc2)c(O)c1 | 1 |
| Cc1cccc(C(=O)Nc2ccc(S(=O)(=O)Nc3nc(C)cc(C)n3)cc2)c1 | 4 |
| Cc1nnc2sc(Cc3cccc(Cl)c3)nn12 | 1 |
| CCOc1ccc(C(=O)N/N=C(\C)c2ccc(N)cc2)cc1 | 7 |
| Fc1ccc(C2CC(c3cccs3)=NN2c2nc(-c3ccc(Br)s3)cs2)cc1 (stereo not drawn) | -6 |
| Cc1c(-c2ccccc2)sc(N)c1C#N | -2 |
| COc1cccc(Cc2nc3ccccc3nc2SCC(=O)N2CCN(c3ccccc3)CC2)c1 | 2 |
| O=C1c2ccccc2NC(c2ccc(O)cc2)N1c1ccc(Cl)cc1 (stereo not drawn) | 0 |
| CCN(C(=O)CSc1nnc(-c2cc3occc3n2C)n1-c1ccccc1C)c1ccccc1 | -7 |
| O=C(NC1CCCN(CCc2ccccc2)C1)c1ccc(F)c(Cl)c1 (stereo not drawn) | 3 |
| CC(=O)n1c(C=C2C=c3ccccc3=NC2=O)c(O)[nH]c1=S | 10 |
| CCOC(=O)c1cccc(-n2c(C)cc(/C=C3\C(=O)NC(=O)N(c4ccc(Cl)cc4Cl)C3=O)c2C)c1 | -10 |
| CN1CCN(C(=O)c2ccc3c(c2)N(Cc2ccc(C(F)(F)F)cc2)C(=O)c2ccccc2S3)CC1 | 9 |
| Cc1cccc(-n2c(SCC(=O)Nc3cccc(C(F)(F)F)c3)nc3sc4c(c3c2=O)CCCC4)c1 | 0 |
| O=C(/C=C1\SSC=C1c1ccccc1)c1ccccc1 | 1 |
| C=Cc1ccc(Cn2c(=O)n(-c3cccc(C)c3)c(=O)c3c2c2cc(C)ccc2n3C)cc1 | 0 |
| CC(C)c1ccc(-c2c(C#N)c(N)nc3c2CCCCCC3)cc1 | 1 |
| Cc1cc(C)c(NC(=O)CSc2nc3ccc(N)cc3s2)c(C)c1 | 8 |
| CCOC(=O)c1cnc2c(ccc3ccccc32)c1Nc1cccc(C(C)=O)c1 | -5 |
| CCOC(=O)c1nn(-c2ccc(Br)cc2)cc1C(=O)c1nc2ccccc2s1 | -1 |
| CCc1noc(C)c1C(=O)Nc1cccc2ccccc12 | 14 |
| O=C(Nc1ccc(Cl)cc1)N1CCC(CN2CCCCCC2)CC1 | -2 |
| CC1=C(CCN2CCC(n3cc(C(C)(C)N)nn3)CC2)C(C)(C)CCC1 | 7 |
| COC(=O)c1c(S(C)(=O)=O)nc(-c2ccccc2)[nH]c1=O | 0 |
| COC(=O)CSc1nc2sc3c(c2c(=O)n1-c1ccc(C)cc1)C(C)CCC3 (stereo not drawn) | -5 |
| CCOC(=O)c1cnc2ncnn2c1C | 3 |
| COC(=O)CN1C(=O)c2ccccc2S1(=O)=O | 8 |
| CC(=O)c1cc2c(cc1NC(=O)CSc1nnc3n(N)cnn13)OCO2 | -12 |
| COc1ccc(NC(=O)N2CCN(Cc3nc4ccc(C)cc4o3)CC2)cc1OC | -1 |
| CC(C)c1ccc(NC(=O)CSc2nnc(CNC(=O)c3ccc(Cl)cc3Cl)n2C)cc1 | 8 |
| Cn1c(CNc2ccc(Cl)cc2)nnc1SCC(=O)c1ccccc1 | 0 |
| Cc1ccc(C)c(OCC(=O)NNC(=O)COc2ccc3ccccc3c2Br)c1 | 5 |
| Cc1ccc2c(=O)cc(C(=O)Nc3ccc(S(=O)(=O)N4CCCCCC4)cc3)oc2c1C | -3 |
| CCOC(=O)C1(CCOC)CCN(C2CCN(c3ccc(F)cc3)CC2)CC1 | -1 |
| CCC(Sc1nc(-c2ccccc2)[nH]c1S(=O)(=O)c1ccc(C)cc1)C(=O)O (stereo not drawn) | 3 |
| O=C(c1ccc(Cn2cc(Cl)cn2)cc1)N1CCN(c2ccccc2)CC1 | 3 |
| O=C1N(Cc2ccc(F)cc2)CCCC1(O)CNCc1cnc2ccccn12 (stereo not drawn) | 1 |
